RPL19A TOR yeast = modulators of TOR pathway RPL19A-GFP in S. cerevisiae; S. cerevisiae RPL19A-GFP strain, flow cytometry, 3 h; stronger effect = lower value; percent response vs DMSO, % at 10 µM; 0.3% of 330,000 active;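 active = percent response vs DMSO below 50%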;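 also: median channel GFP fluorescence of the barcoded RPL19A-GFP strain; ratio of sample median GFP to plate DMSO average so 100% = DMSO; lower means less RPL19A-GFP as with rapamycin TOR inhibition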
MEP2 TOR yeast = alters MEP2-GFP fluorescence in TOR pathway yeast screen. S. cerevisiae MEP2-GFP strain, flow cytometry GFP, 3 h; 100% = DMSO control level. GFP response vs DMSO, % at 10 µM. 0.51% of 330,000 active;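 active = GFP response versus DMSO above a set limit, roughly screen mean plus 3 SD, cut at about 180% in these data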;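 also: median GFP fluorescence of the barcode-gated MEP2-GFP cells per well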
AGP1 TOR yeast = yeast TOR pathway AGP1-GFP modulation; S. cerevisiae AGP1-GFP multiplex flow cytometry, 3 h; GFP as percent of DMSO wells; GFP response vs DMSO, % at 10 µM; 0.02% of 320,000 active; AID 2066;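 active = GFP response relative to DMSO above a set limit, near screen average plus 3 SD, cut at about 150% in these data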;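 also: median GFP channel fluorescence of the gated AGP1 strain per well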
AHR act = activates the human aryl hydrocarbon receptor. P35869. AHR-responsive luciferase reporter cells, luminescence. activation, % at 5 µM. 2.5% of 320,000 active. AID 2796; in the data active = activation above about 47%;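 also: 0% = vehicle wells and 100% = reference agonist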
Target sequence (P35869 whole entry, looked up): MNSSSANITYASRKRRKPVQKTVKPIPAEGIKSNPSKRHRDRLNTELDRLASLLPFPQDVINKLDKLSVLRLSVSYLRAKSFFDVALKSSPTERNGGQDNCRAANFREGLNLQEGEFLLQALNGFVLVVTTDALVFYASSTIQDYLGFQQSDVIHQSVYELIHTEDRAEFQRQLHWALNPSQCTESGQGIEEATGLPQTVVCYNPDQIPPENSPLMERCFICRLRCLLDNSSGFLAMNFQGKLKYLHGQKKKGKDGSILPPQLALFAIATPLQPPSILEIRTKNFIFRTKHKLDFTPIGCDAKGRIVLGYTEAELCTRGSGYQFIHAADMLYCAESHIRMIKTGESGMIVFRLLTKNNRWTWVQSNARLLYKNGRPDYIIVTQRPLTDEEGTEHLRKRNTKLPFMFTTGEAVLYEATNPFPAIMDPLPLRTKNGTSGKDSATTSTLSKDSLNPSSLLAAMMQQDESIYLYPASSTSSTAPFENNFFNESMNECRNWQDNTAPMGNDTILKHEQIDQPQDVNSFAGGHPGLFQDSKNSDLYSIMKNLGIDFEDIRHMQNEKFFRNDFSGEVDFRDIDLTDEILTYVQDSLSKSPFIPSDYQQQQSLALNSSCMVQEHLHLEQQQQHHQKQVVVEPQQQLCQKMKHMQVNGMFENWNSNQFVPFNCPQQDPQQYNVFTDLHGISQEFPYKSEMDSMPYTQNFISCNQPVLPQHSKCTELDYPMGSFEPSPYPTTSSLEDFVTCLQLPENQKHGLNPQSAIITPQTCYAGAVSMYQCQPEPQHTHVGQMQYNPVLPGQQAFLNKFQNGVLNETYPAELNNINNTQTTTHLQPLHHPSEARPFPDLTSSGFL
Efflux pump mplx = inhibitors of Candida antifungal efflux pumps expressed in yeast | AID 485275 | 0.44% of 330,000 active | inhibition, % at 10 µM | S. cerevisiae Candida pump triplex, Nile Red efflux;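 active = plate passing quality check with inhibition over a set limit, or well fluorescence over plate mean plus 4 SD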;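 also: Nile Red retained in pooled yeast measured as flow cytometry median fluorescence; 0% = buffer negative control and 100% = Enniatin B positive control; higher means more Nile Red kept so more efflux inhibition; some compounds called inactive have numbers as strong as hits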
LAP4 TOR yeast = alters LAP4-GFP fluorescence in TOR pathway yeast screen. S. cerevisiae LAP4-GFP multiplex, flow cytometry GFP, 3 h; median GFP as percent of DMSO wells. GFP response vs DMSO, % at 10 µM. 0.34% of 320,000 active;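 active = GFP response vs DMSO above a set limit, about the screen mean plus 3 SD, cut at about 150% in these data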
CR mimetic SO = lowers age-related superoxide in aged yeast cells; S. cerevisiae aged cells, superoxide DHE fluorescence; stronger effect = lower value; superoxide response (% of plate mean), % at 10 µM; 0.18% of 330,000 active; AID 2690;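 active = superoxide response under a set limit, about three screen SD below normal, cut at about 65% in these data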;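 also: yeast aged for seven days with compound at 30 °C before DHE staining; 100% = average MFI of all compound-treated wells on the plate with controls excluded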
CIT2 TOR yeast = alters CIT2-GFP fluorescence in TOR pathway yeast screen; S. cerevisiae CIT2-GFP strain, flow cytometry, 3 h; 100 means same as DMSO wells; GFP response vs DMSO, % at 10 µM; 0.065% of 320,000 active; AID 2029;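 active = GFP response relative to DMSO above a set limit, near the screen mean plus 3 SD, cut at about 150% in these data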;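 also: ratio of well median GFP fluorescence to mean of DMSO wells on the plate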
Numbers without * were called inactive; x = no result given.

SMILES	RPL19A TOR yeast	MEP2 TOR yeast	AGP1 TOR yeast	AHR act	Efflux pump mplx	LAP4 TOR yeast	CR mimetic SO	CIT2 TOR yeast
O=C(Cn1ccc2cc(S(=O)(=O)N3CCCC3)ccc21)NCCc1ccccc1	100	92	96	2	0.0	89	91	103
O=C1NC[C@@H](Cc2ccc(O)cc2)N(CCc2cccc3ccccc23)C1=O	101	94	88	13	0.3	100	107	79
CC(C)N(Cc1ccccc1)S(=O)(=O)N(C)C	101	105	110	3	-0.1	117	100	97
CC(=O)N/C(=C\c1ccc(F)cc1)C(=O)NC(Cc1c[nH]c2ccccc12)C(=O)O (stereo not drawn)	102	103	102	4	0.1	97	114	101
COc1ccccc1/C=C/C(=O)NNC(=O)c1cc(C)oc1C	97	104	96	4	0.0	83	83	108
COc1ccc(-n2nc(C)c3onc(C)c3c2=O)cc1	93	88	103	33	0.2	99	118	105
COCCNC(=S)N(CCO)Cc1cc2cc3c(cc2[nH]c1=O)OCCO3	98	98	101	15	0.0	98	94	96
CC(C)Oc1cccc(C2NC(=O)c3ccccc3O2)c1 (stereo not drawn)	106	104	97	7	0.0	92	105	97
COc1ccc(NC(=O)Cn2c(NCC(C)O)nc3ccccc32)cc1Cl (stereo not drawn)	97	109	102	0	0.1	113	103	103
C[C@H](NC(=O)c1nc[nH]c1C(=O)NCc1ccccc1)C(=O)OCc1ccccc1	100	105	103	-4	-0.1	105	108	98
O=c1nccc(Nc2ccccc2)[nH]1	105	105	102	0	-0.1	96	90	106
CCc1ccc2c(CN3CCOCC3)cc(=O)oc2c1	98	103	98	3	-0.1	97	107	96
O=C(c1cc(C2CC2)on1)N1CCCC(N2CCN(c3ccc(F)cc3)CC2)C1 (stereo not drawn)	97	102	94	4	-0.1	86	115	100
Cc1cc(C)n(-c2nnc(NC(C)(C)C)nn2)n1	103	105	100	4	-0.1	97	91	106
O=C(c1ccco1)N1CCN(Cc2nc3ccccc3c(=O)n2-c2ccc(F)cc2)CC1	104	106	x	5	0.0	116	132	104
Cc1ccc(S(=O)(=O)N2CCN(CC(=O)N3CCCC3)CC2)c(C)c1	98	104	101	0	-0.1	98	106	107
Cc1ccc(C(=O)NCC(=O)OCC(=O)c2cc(C)n(Cc3ccco3)c2C)cc1	104	105	106	-4	-0.1	96	94	105
CCC(=O)Nc1cccc(-c2nc3ccccc3c(=O)o2)c1	101	104	95	0	0.0	99	102	100
O=C(COC(=O)Cc1ccc(Cl)cc1)Nc1c(F)cccc1F	90	98	80	4	-0.1	107	86	89
CCN(CC)S(=O)(=O)c1ccc(N/N=C(\C)c2ccncc2)nc1	98	101	99	2	-0.2	105	93	92
Cc1cccc(NC(=O)CSc2nc3ccccc3nc2N2CC(C)OC(C)C2)c1 (stereo not drawn)	104	100	107	7	-0.1	101	102	106
O=C(CCCOc1ccccc1)N1CCCc2ccccc21	98	96	95	3	0.1	97	92	93
CCOC(=O)C[N+](C)(C)CCOC1CC2CCC1(C)C2(C)C (stereo not drawn)	101	103	98	-1	0.0	88	85	104
Cc1cc(C)c(C(=O)Nc2cccc(F)c2)c(Cl)n1	100	98	103	7	-0.1	102	121	102
O=C(CN1C(=O)CNC1=O)Nc1cccc(C(F)(F)F)c1	96	95	99	9	-0.2	90	84	103
(more compounds)
SMILES	RPL19A TOR yeast	MEP2 TOR yeast	AGP1 TOR yeast	AHR act	Efflux pump mplx	LAP4 TOR yeast	CR mimetic SO	CIT2 TOR yeast
CSc1nnc(CNS(=O)(=O)c2ccc(Br)cc2)n1C	111	108	109	-1	0.0	110	98	110
CC(=O)/C(=C\Nc1ccc(OCc2ccccc2)cc1)c1ccccc1	105	103	106	0	0.0	115	102	112
c1ccc(-c2ccc(CNC3CC3)cc2)cc1	99	102	96	x	0.0	93	108	94
CCOC(=O)c1cnc(SC)nc1Nc1cccc2ccccc12	100	97	100	5	0.2	100	100	97
O=C(C1CC1)N1CCN=C1SCc1ccccc1	101	102	98	-3	-0.1	100	90	103
CCc1nnc(SCC(=O)Nc2ccc3ccccc3c2)n1N	96	96	92	10	0.0	91	104	99
Cc1ccc(OCc2cc(C(=O)NCCc3cccnc3)no2)cc1C	91	100	86	12	0.2	79	98	95
COc1ccccc1Nc1nnc(SCC(=O)NC(=O)Nc2ccc3c(c2)OCCO3)s1	99	103	107	6	0.1	92	103	109
N#Cc1c(N2CCN(C(=O)c3ccccc3Cl)CC2)nc(-c2ccccc2)c2c1CCCC2	x	106	101	-1	0.3	99	91	105
Cc1cc(=O)oc2ccc(OCc3ccccc3)cc12	101	108	84	51*	0.1	100	91	93
CCOC(=O)c1ccc(-c2ccc(CO)o2)cc1	97	98	93	10	0.0	111	103	101
Cc1ccc(S(=O)(=O)CCC(=O)OCC(=O)N2CCc3ccccc32)cc1	107	96	92	2	0.0	81	94	93
COc1ccccc1Nc1nn2c(=O)c3ccc(C(=O)NCc4cccnc4)cc3nc2s1	97	111	104	1	-0.1	104	99	93
CC(C)(C)C(CO)NC(=O)c1ccc[nH]1 (stereo not drawn)	96	113	100	0	-0.1	117	105	102
CN(Cc1cn(C)nc1-c1ccccc1F)CC1CCCCO1 (stereo not drawn)	100	95	108	2	0.0	98	95	104
O=S(=O)(NCc1ccccn1)c1ccc(Cl)c(C(F)(F)F)c1	93	101	97	0	0.0	114	106	85
Cc1ccc(C(NC(=O)NN2CCN(C)CC2)C(Cl)Cl)cc1F (stereo not drawn)	100	99	104	0	0.0	103	88	107
COc1ccc(S(=O)(=O)N2CCOC2CNC(=O)C(=O)NCCc2c[nH]c3ccccc23)cc1 (stereo not drawn)	95	102	94	4	-0.1	99	89	94
CCOC(=O)c1ccc(NC(=O)N2CC(C)OC(C)C2)cc1 (stereo not drawn)	100	103	104	1	0.0	110	80	102
Cc1nn(-c2ccc(F)cc2)c(Cl)c1/C=C(\CCC(=O)O)c1nc2ccccc2s1	101	103	104	1	0.1	97	103	x
COCCn1c(SCC(=O)Nc2sccc2C(N)=O)nnc1-c1ccncc1	98	103	95	3	-0.1	90	108	108
COc1cc(/C(C)=N/NC(=O)CSc2nnc(C)s2)ccc1O	96	96	99	14	-0.1	87	111	92
COc1ccc(NC(=O)CSc2nnc(N)s2)cc1	97	103	99	1	0.1	102	104	96
CCOC(=O)N1CCN(c2cc3[nH]c(=S)[nH]c3cc2F)CC1	100	107	103	-1	-0.2	105	107	102
CCCCN1C(N)=NC[C@@H]1Cc1ccc(O)cc1	106	105	117	1	-0.1	97	95	106

In the list so far, two have a CF3 group:
SMILES	RPL19A TOR yeast	MEP2 TOR yeast	AGP1 TOR yeast	AHR act	Efflux pump mplx	LAP4 TOR yeast	CR mimetic SO	CIT2 TOR yeast
O=C(CN1C(=O)CNC1=O)Nc1cccc(C(F)(F)F)c1	96	95	99	9	-0.2	90	84	103
O=S(=O)(NCc1ccccn1)c1ccc(Cl)c(C(F)(F)F)c1	93	101	97	0	0.0	114	106	85

Next results
SMILES	RPL19A TOR yeast	MEP2 TOR yeast	AGP1 TOR yeast	AHR act	Efflux pump mplx	LAP4 TOR yeast	CR mimetic SO	CIT2 TOR yeast
N#CC(c1ccc(=O)[nH]n1)c1ccc(Cl)cc1Cl (stereo not drawn)	107	107	105	3	-0.2	102	100	104
CC(=O)N(c1cccc(Br)c1)c1nc(C)cc(C)c1C#N	94	92	102	8	-0.1	104	95	101
Cc1ccc(C(=O)NC(=O)CSc2ncccc2C(=O)O)cc1	87	92	x	0	-0.1	91	88	93
O=C(CSc1n[nH]c(=O)[nH]c1=O)c1ccccc1	99	100	101	0	0.0	97	103	99
O=C(Nn1c(C2CCCCC2)nc2ccccc2c1=O)c1cc(Cl)ccc1[N+](=O)[O-]	111	108	103	-1	0.1	91	91	115
COc1cccc(NC(=O)CCNC(=O)c2ccccc2Cl)c1	92	100	100	2	0.1	98	93	91
Cc1ccc(OCC(=O)Nc2ccc(C(=O)O)cc2NC(=O)COc2ccc(C)c(C)c2)cc1C	100	98	92	-1	-15	84	92	100
CCCCNCc1nc2ccccc2c(=O)[nH]1	102	101	107	3	0.1	108	101	100
NC(=O)c1ccc(NCC2COc3ccccc3O2)c([N+](=O)[O-])c1 (stereo not drawn)	95	100	97	-1	-0.1	96	124	95
CCn1c(=O)n(Cc2ccco2)c(=N)c2c3c(sc21)COC(C)(C)C3	105	112	90	0	0.0	82	110	119
Cc1ccc(NC(=O)c2cc([N+](=O)[O-])ccc2N2CCOCC2)cc1S(=O)(=O)N1CCOCC1	102	101	104	-1	-1.1	90	95	108
O=C(NCc1cn2ccccc2n1)c1ccc2c(c1)OCO2	95	98	97	26	0.1	93	97	94
O=C(NC(=S)N1CCCC1)c1cccc([N+](=O)[O-])c1	100	98	104	5	0.4	101	101	105
CCc1ccc(OCC(=O)NNC(=O)CNC(=O)c2ccc(Br)o2)cc1	104	100	103	1	-0.1	109	89	98
O=C(/C=C\Nc1cccc(F)c1)c1cccs1	96	109	105	37	0.0	109	112	100
O=C(C1=C[C@H](C2CCCCC2)C[C@H](OCCCCO)O1)N1CCN(Cc2ccc3c(c2)OCO3)CC1	95	92	77	3	0.5	127	104	67
Cc1cccc(CSCCNC(=O)CN(c2cc(C)cc(C)c2)S(C)(=O)=O)c1	102	107	110	1	0.0	104	96	104
Cc1c(C(=O)N2CCN(c3ccccn3)CC2)oc2c(F)cccc12	105	110	104	3	0.2	101	98	104
CC(C)NC(=O)NC(=O)COC(=O)c1ncc(Cl)c(Cl)c1Cl	101	105	105	0	0.1	106	75	103
O=[N+]([O-])c1ccc(-c2ccc(C=Nc3cccc4ccccc34)o2)cc1	104	106	95	42	0.4	118	182	95
COc1ccc(NS(=O)(=O)c2c(C(=O)N3CCCCCC3)c(C)n(C)c2C)cc1OC	107	100	113	4	-0.1	112	85	117
NC(=S)NN=Cc1ccc(-c2ccc(S(=O)(=O)Nc3ncccn3)cc2)o1	99	102	101	10	-0.1	94	103	97
Cc1ccnc(NC2(C(F)(F)F)N=C(c3ccccc3)NC2=O)c1 (stereo not drawn)	104	112	110	1	0.0	104	109	103
Cn1cc(S(=O)(=O)c2ccccc2)c(=O)c2cc(Cl)ccc21	97	96	101	0	-0.3	101	111	97
Cc1ccc2cccc(OCC(=O)c3cc(C)n(Cc4ccco4)c3C)c2n1	105	103	106	34	0.3	102	88	109

Whole records, quoted from the list. Order of screens: RPL19A TOR yeast, MEP2 TOR yeast, AGP1 TOR yeast, AHR act, Efflux pump mplx, LAP4 TOR yeast, CR mimetic SO, CIT2 TOR yeast
COc1ccc(NS(=O)(=O)c2c(C(=O)N3CCCCCC3)c(C)n(C)c2C)cc1OC reads 107, 100, 113, 4, -0.1, 112, 85, 117
N#CC(c1ccc(=O)[nH]n1)c1ccc(Cl)cc1Cl (stereo not drawn) reads 107, 107, 105, 3, -0.2, 102, 100, 104

Further entries follow.
SMILES	RPL19A TOR yeast	MEP2 TOR yeast	AGP1 TOR yeast	AHR act	Efflux pump mplx	LAP4 TOR yeast	CR mimetic SO	CIT2 TOR yeast
CCOc1ccc(NC(c2ccccn2)c2oc(CO)cc(=O)c2O)cc1 (stereo not drawn)	98	104	99	27	0.2	106	88	99
COc1ccc(S(=O)(=O)N2CCOCC2)cc1NC(=O)Cc1ccccc1Cl	99	87	94	1	0.1	89	111	92
CC1=CCC(COC(=O)Nc2ccccc2)CC1 (stereo not drawn)	96	94	100	-3	0.2	103	163	86
Clc1ccc(-c2nnnn2-c2ccc(Cl)cc2)cc1	73	454*	131	7	0.1	162*	119	124
Cc1ccc(C(=O)CNc2ccc(C)c(Cl)c2)cc1	97	90	96	-1	0.2	93	111	101
CCc1nn(CC(=O)NCCc2ccc(OC)cc2OC)c(=O)c2cc3occc3n12	101	96	108	7	0.3	108	109	103
Cc1c(C)c(C)c(C(=O)CCc2cccc(NC(=O)CCC(=O)O)c2)c(C)c1C	107	102	100	0	-0.5	99	110	104
O=C1CC(N2CCN(Cc3ccc4c(c3)OCO4)CC2)C(=O)N1c1cccc(Cl)c1 (stereo not drawn)	106	108	107	1	-0.1	110	94	105
CC(=O)NC(=S)Nc1ccc(NC(=S)NC(=O)/C=C/c2ccco2)cc1	99	100	106	1	-0.2	110	124	95
